FECH block: inhibitors of human ferrochelatase, primary screen, biochemical, purified FECH, Ni-mesoporphyrin absorbance. Ferrochelatase, mitochondrial (Homo sapiens), P22830. Ni-mesoporphyrin absorbance 550 nm. calls only at 10 µM (by protocol). 3.3% of 20,000 active. AID 1671448, 2021;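 active means enzyme reaction rate more than 3 SD below the solvent-only control wells on the same plate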;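 further: lower slope than DMSO wells means FECH inhibition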
Target sequence (P22830 whole entry, looked up): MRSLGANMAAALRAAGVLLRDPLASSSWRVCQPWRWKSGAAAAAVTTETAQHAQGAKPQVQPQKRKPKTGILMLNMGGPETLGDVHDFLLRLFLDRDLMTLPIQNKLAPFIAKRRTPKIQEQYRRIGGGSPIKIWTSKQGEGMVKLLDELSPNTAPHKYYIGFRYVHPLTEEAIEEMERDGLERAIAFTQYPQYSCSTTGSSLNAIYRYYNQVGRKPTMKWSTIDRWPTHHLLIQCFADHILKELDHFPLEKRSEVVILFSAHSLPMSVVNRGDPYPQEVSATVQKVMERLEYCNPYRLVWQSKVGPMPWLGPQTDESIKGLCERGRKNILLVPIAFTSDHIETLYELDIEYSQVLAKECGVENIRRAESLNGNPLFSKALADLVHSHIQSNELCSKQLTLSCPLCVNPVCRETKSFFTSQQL
Calls only; i = inactive; + = active, no number. An excerpt. The share of hits here may be higher or lower than overall.

Structure,FECH block
Cc1ccccc1-c1nc(CSc2nc(C)c(Cc3ccccc3)c(=O)[nH]2)c(C)o1,i
Cc1cccc(-c2ccc(C(=O)O)c(N3Cc4cnc(C(C)(C)C)nc4C3)n2)c1,i
CN(C(=O)c1cc(-c2ccncc2)n[nH]1)C1Cc2ccccc2C1,i
CCCc1ccc(S(=O)(=O)NCc2nc3cccnc3n2C)cc1,+
COc1ccc(CCNS(=O)(=O)c2ccc(N3C(=O)CCS3(=O)=O)cc2)cc1,i
O=C(NCc1cccnc1)C1CN(c2nccc(CCC(F)(F)F)n2)CCN1 (stereo unspecified),i
CCc1ncc2c(n1)CN(C(=O)c1cc(=O)n(C)c3ccccc13)C2,i
COc1c(F)cccc1C(=O)NCC1CCN(C2CCOCC2)C1 (stereo unspecified),i
CC(C)Cc1ncc2c(n1)CN(C(=O)c1cncc(Cl)c1)C2,i
Cc1nc2cccnc2n1C1CCN(S(=O)(=O)c2ccc(F)cc2)CC1,i
Cc1cc(C)n2nc(CN(C(=O)C3CCCCC3)c3ccccc3)nc2n1,i
CC(CCc1ccccc1)NC(=O)CN1CCCN(Cc2ccccc2)S1(=O)=O (stereo unspecified),i
CN(Cc1ccsc1)c1cc(N2CCOCC2)nc(N)n1,i
CCc1c(C(=O)NCCSc2nnnn2C)[nH]c2ccccc12,i
Cc1ccc(N2CCCS2(=O)=O)cc1NC(=O)c1cccc(C(F)(F)F)c1,i
CCc1nc(OCC(=O)NCc2ccccc2F)c2c(C)c(C)oc2n1,i
Cc1ccc(Nc2nc(NCC3CCCO3)nc3c2cnn3-c2ccccc2)cc1C (stereo unspecified),i
CC1=CC[C@@H]2CN(c3nc(C)ccc3C(N)=O)C[C@@H]2C1,i
CN(CC(=O)NC1CCCCCCC1)Cc1cc(-c2ccncc2)no1,i
COCCNC(=O)C1(C)Cn2c(cc3ccsc32)C(=O)N1Cc1cccc(F)c1 (stereo unspecified),i
CC(C)(C)CNC(=O)c1nc[nH]c1C(=O)N1CCOCC1,i
CCC1CN(C(=O)CCC2=NNC(=O)CC2)CCC(=O)N1Cc1ccccc1 (stereo unspecified),i
Cc1ccc(CNC(=O)CN2CCN(Cc3ccc(C)cc3)S2(=O)=O)cc1,i
Cc1cc(C)n(-c2ccc(C(=O)N(Cc3nccs3)C3CC3)cc2)n1,i
CC(=O)Nc1nc2n(n1)C(c1c(F)cccc1Cl)C=C(c1ccccc1)N2 (stereo unspecified),+
O=C1CC(C(=O)Nc2ccc(F)cc2)N=C(N2CCN(c3ccccn3)CC2)N1 (stereo unspecified),i
COc1cccc(NC(=O)c2nc(N3CCOCC3)c3oc4ccccc4c3n2)c1,i
CCNc1ccnc(-c2cnc3ccccc3c2)n1,i
CC(c1ccccc1Cl)n1ccnc1-c1ccc(S(C)(=O)=O)cc1 (stereo unspecified),i
CCc1ccc(-c2noc3c(=O)n(CCC(=O)Nc4ccc(S(N)(=O)=O)cc4)cnc23)cc1,i
Cc1ccc2cc(C3(O)CCN(C(=O)CCn4cccn4)CC3)ccc2n1,i
COc1cc(OC)cc(-c2nc(-c3ccc4c(c3)Sc3ccccc3C(=O)N4C)no2)c1,i
CCc1nc(C)sc1CNC(=O)Cc1c[nH]c(=O)n(C)c1=O,i
OCCn1ncc2c1CN(c1nc3ccccc3s1)C2,i
COc1ccc(NC(=O)CCc2c(C)n(C)c3cc(-c4ccccc4OC)nn3c2=O)cc1OC,i
O=C(c1ccccc1)N1CCC(NCCN2CCc3ccccc32)CC1,i
Cc1nc(CCC(=O)N2CCc3c(nc(N(C)C)nc3N(C)C)C2)n[nH]1,i
CC(C)Cc1ccc(S(=O)(=O)NCc2nc3cccnc3n2C(C)C)cc1,i
O=C(c1ccc(F)c(F)c1)N1CCN(S(=O)(=O)c2cc3c4c(c2)CCN4C(=O)CC3)CC1,i
O=C(Cc1ccccc1Cl)NCCn1c(C(F)(F)F)nc2cccnc21,i
Cc1ccc(-n2ncc3c(-n4nc(C)cc4NC(=O)C4CCCC4)ncnc32)c(C)c1,+
COc1ccnc(CN2CCOC(c3ccc(Cl)cc3)C2)c1OC (stereo unspecified),i
Cc1nnsc1CN(C)Cc1ccc(C(=O)Nc2nc(C)n(C)n2)cc1,i
CCOc1ccc(N(Cc2nc3nc(C)cc(C)n3n2)C(=O)c2cccc(Cl)c2)cc1,i
Cc1ccc(C)c(CNC(=O)c2cc(Cn3c(C)nc4ccccc43)[nH]n2)c1,i
CN(CCn1ccc2ccccc21)C(=O)Cc1nn[nH]n1,i
CCC/C=C/CN1CCN(c2ncccc2C(=O)N2CCCCC2)CC1,i
Nc1nc2c(c(-c3cccnc3)n1)CN(C(=O)c1cc(F)c(F)c(F)c1)C2,i
Cc1cc(F)ccc1NC(=O)CNC(=O)[C@H](N)CC(C)C,i
CCn1c(=O)n(Cc2cccnc2)c(=O)c2cnc(-c3ccc(Cl)cc3)nc21,i
O=C1CCS(=O)(=O)N1c1ccc(S(=O)(=O)NCc2ccncc2)cc1,i
CCSCC(C)NCCC(=O)N1CCC(C)CC1 (stereo unspecified),i
CCCCOc1ccc(S(=O)(=O)N2CCN(c3nc(C)cc(Nc4ccc(C)cc4)n3)CC2)cc1,i
Cc1ccc(CNC(=O)CN2CCN(Cc3ccc(F)cc3)S2(=O)=O)cc1,i
COc1ccc(C)cc1NC(=O)Nc1c(C)nc2nc[nH]n2c1=O,i
Cc1ccc2[nH]cc(-c3cnc(N)c(C)c3)c2c1,i
COc1ccc(CC(=O)NCCn2c(CCc3ccccc3)nc3cccnc32)cc1Cl,i
CN1[C@@H](c2ccc(Cl)cc2)[C@@H](C(=O)NC2CCC(O)CC2)C[C@@]1(C)C(=O)O (stereo partly specified),i
CCCc1nc(CN(CC)C(=O)C2(c3ccc(Cl)cc3)CC2)no1,i
Cc1cc(C)c(S(=O)(=O)NCc2nc3cccnc3n2Cc2ccc(F)cc2)cc1C,i

New compounds follow:
Structure,FECH block
CCn1c(C2CCN(S(=O)(=O)c3ccc(C)c(C)c3)CC2)n[nH]c1=O,i
CSc1ncc(CNC(=O)c2ccccc2C2CCNC2)n1C (stereo unspecified),i
CCC(C(=O)N(Cc1nc2nc(C)cc(C)n2n1)c1cccc(C)c1)c1ccccc1 (stereo unspecified),i
Cn1c(=O)c(C(=O)N2CCN(c3ccccc3F)CC2)nc2ccccc21,i
Cc1cnc(CN(C)C(=O)c2cc(CN3CCC(Cc4ccccc4)CC3)on2)[nH]1,i
C=CCn1cc(CN2CCN(Cc3ccc4c(c3)OCO4)C(=O)C2)c(C)n1,i
CCCC(=O)NC1CC(=O)N(c2ccc(OC)cc2)C1 (stereo unspecified),i
Cc1nc(C(C)C)sc1CNC(=O)c1cn(CC2CCCNC2)nn1 (stereo unspecified),i
COCCC1CCCCN1Cc1ccc(S(C)(=O)=O)cc1 (stereo unspecified),i
CCOC(=O)c1[nH]c(C)c(C(=O)N2CCc3c(ncnc3N(C)C)C2)c1C,i
Cc1oc(-c2ccccc2Cl)nc1COc1ccc(N2CCOC2=O)cc1,i
Cc1noc(C)c1Cn1cnc(-c2ccccc2)c1C1CCOC1 (stereo unspecified),i
Cn1c(=O)c2c(-c3cccc(Cl)c3)c(NCCc3ccccc3)oc2n(C)c1=O,i
Cc1cc2c(N3CCC4(CC3)CNC(=O)C4)ncnc2s1,i
CCOc1ccc(Cn2c(CNS(=O)(=O)c3cnn(C(F)F)c3C)nc3cccnc32)cc1,i
Cc1cc(Nc2ccc(OC(=O)c3ccccc3)cc2)n2nc(-c3cccnc3)nc2n1,i
COCCn1c(CNC(=O)c2ccccc2OC)nc2cccnc21,i
CCCN1CC(c2n[nH]c(CCc3ccccc3)n2)CCC1=O (stereo unspecified),i
CC(C)c1cc(C2CCN(C(=O)Cn3nc4ccccc4n3)CC2)[nH]n1,i
Cc1cc2c(SCC(=O)N3CCCC(c4ccn[nH]4)C3)ncnc2s1 (stereo unspecified),i
CN(C)CCNC(=O)C1CCN(c2ccc(-c3cccs3)nn2)CC1,i
Cc1[nH]nc2c1C(c1cc(C(C)C)no1)CC(=O)N2 (stereo unspecified),i
Cc1cc(C)n(CC(C)NC(=O)CC23CC4CC(CC(C4)C2)C3)n1 (stereo unspecified),i
COc1cccc(OCc2cc(C(=O)N3CCOc4ccccc4C3)n[nH]2)c1,i
CCOC(=O)c1cc2ccsc2n1CC(=O)Nc1cc(C)ccc1C,i
Cc1cc(Cn2cnc(-c3ccccc3)c2-c2cccn2-c2ncccn2)n[nH]1,i
Cc1cc(-c2ccc3c(c2)OCCO3)cnc1N,i
Cc1cccc(-c2nc3nc(CNC(C)C)cc(=O)n3[nH]2)c1,i
CN(C)Cc1nnc(C(=O)N2CCC(CCCc3ccccc3)CC2)o1,i
Cc1ccccc1Cn1cc(C(=O)Nc2cccc(F)c2)ccc1=O,i
CNC(=O)[C@@H]1C[C@@H](N)CN1Cc1ccc(Oc2ccccc2)nc1,i
c1ccc(CN2CCCN(Cc3cc4n(n3)CCCNC4)CC2)nc1,i
C[C@@]1(O)CCN(C(=O)Cc2ccc(O)cc2)C[C@@H]1Cc1ccccc1,i
O=C(CCN1CCCCO1)NCCNC(=O)c1ccc(F)cc1,i
CCC(NC(=O)Cn1c(=O)cc(C)c2ccccc21)c1ccnn1C (stereo unspecified),i
CCCc1cc(CNc2nc(CCN)nc3ccccc23)on1,i
O=S(=O)(NCc1ccccc1)N1CCC(Cc2noc(C3CC3)n2)CC1,i
CCc1ccccc1NC(=O)CCN1CCN(S(=O)(=O)N2CCCC2)CC1,i
O=C(CN1C(=O)CC(c2ccccc2)=Nc2ccccc21)Nc1cccc(Cl)c1,i
CCOc1ccccc1NCc1nc2nc(C(C)C)cc(=O)n2[nH]1,i
CCOc1ccc(C(=O)N2C[C@@H](N)C[C@H]2C(=O)NC)cc1OCC,i
COc1cc(OC)c(NC(=O)CN2CCN(Cc3ccccc3F)S2(=O)=O)cc1Cl,i
Cc1nc2ncccc2cc1C(=O)NC(CC(C)C)c1nnc2n1CCNCC2 (stereo unspecified),i
CCOc1ccccc1OCCN(C)C(=O)c1cnccc1C,i
Cc1ccc(C(=O)N2CCC[C@@H]2C(N)=O)cc1NC(=O)C1CC1,i
CN(C)Cc1cncc(Oc2cc(F)c(CN3CCCC3)c(Cl)c2)n1,i
COc1ccc(N2C(=O)CCS2(=O)=O)cc1S(=O)(=O)N(Cc1ccccc1)c1ccccc1,i
CCc1nc(OCC(=O)N2CCCC2)c2c(-c3ccc(F)cc3)noc2n1,i
CSc1nc(-c2ccc(C)cc2)c(C#N)c(N2CCN(c3cccc(C)c3)CC2)n1,i
COCCNC(=O)C1(C)Cn2c(cc3ccsc32)C(=O)N1Cc1ccccc1 (stereo unspecified),i
O=C(CN1C(=O)CCc2cc(S(=O)(=O)N3CCCC3)ccc21)Nc1ccccn1,i
CCOC(=O)c1cc2n(n1)CC(C)(C(=O)NCCC(C)C)N(c1ccc3c(c1)OCO3)C2=O (stereo unspecified),i
COc1ccccc1CN(Cc1cccnc1)C(=O)c1sc(C)nc1C,i
Cc1cccc(C(C(=O)NCCSc2nnc(C)s2)N(C)C)c1 (stereo unspecified),i
CCc1ccc(-n2c(CN3CCN(S(=O)(=O)c4cc(C)ccc4C)CC3)nc3cccnc32)cc1,i
CCc1cc(Sc2ccc(NC(=O)c3ccco3)cc2)n2ncnc2n1,i
CCCSCCNC1CCNCC1,i
Cc1cc(C)n(-c2ccc(F)cc2-c2nccn2CCc2cnc[nH]2)n1,i
O=C(O)c1ccccc1CN1CC[C@@]2(O)CCCC[C@H]2C1,i
Cc1cc(Cl)ccc1OC(C)C(=O)NCc1cccnc1-n1ccnc1 (stereo unspecified),i

Carrying on:
Structure,FECH block
Cc1cnccc1NCCn1ccnc1C1CCOC1 (stereo unspecified),i
COCCNC(=O)c1ccc(CN2C(=O)CCn3nc(-c4ccccc4)cc32)cc1,i
COc1ccc(C)cc1NC(=O)CN1c2ccc(Br)cc2-c2ccccc2S1(=O)=O,+
Cc1cccc(-c2noc(CN(C)C(=O)c3cc(C(C)C)on3)n2)c1,i
Cn1nccc1NC(=O)c1cccc(CN2CCC(Oc3ncccn3)CC2)c1,i
COc1ccc(OC)c(S(=O)(=O)NCc2nc3cccnc3n2Cc2ccccc2)c1,i
O=C1CN(Cc2ccccc2Cl)S(=O)(=O)c2ccccc2N1Cc1ccc(Cl)cc1,i
CC(C)N1CCN(C(=O)c2cc(CN3CCC(O)CC3)on2)CC1C (stereo unspecified),i
CC(C)C/C=C(\CN1CCC2(CC1)CNC(=O)C2)c1ccccc1,i
Cc1ccc(C)c(S(=O)(=O)N2CCN(c3nc(C)cc(N4CCOCC4)n3)CC2)c1,i
